Screening data deposited in PubChem by several laboratories.
P. falciparum M17LAP – P. falciparum M17LAP inhibitors, primary screen, biochemical, fluorogenic H-Leu-NHMec substrate, 1536-well (AID 1619). Leucine aminopeptidase (Plasmodium falciparum (isolate 3D7)). recombinant M17LAP, H-Leu-NHMec fluorogenic kinetic assay; higher % means a stronger effect. inhibition, % at 30 µM; hits with a dose series show IC50 in µM. 0.38% of 220,000 active;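 active = compound inhibiting the enzyme by more than half at any dose during confirmatory dose-response retesting; inconclusive = strong single-dose inhibitors picked by rank but not retested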;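 also: plate controls were full reaction with DMSO carrier for no effect and no enzyme background for full effect; strong numbers were not always called active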
human PMI inhibition – inhibitors of human PMI, primary screen, biochemical, fluorescence intensity, coupled assay (AID 1209) | Mannose-6-phosphate isomerase (Homo sapiens) | purified PMI enzyme, coupled fluorescence intensity; higher % means a stronger effect | one-dose inhibition, % at 20 µM; IC50 in µM for titrated hits | 0.42% of 190,000 active;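 also: plate controls were DMSO vehicle for no effect and wells lacking substrate for full effect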
Myeloid diff 2 – induction of myeloid progenitor differentiation, primary screen, cell-based, flow cytometry, MLPCN library | ER-HoxA9 myeloid progenitors, lysozyme-GFP differentiation | calls only at 10 µM | 1% of 360,000 active;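 active = normalized GFP-positive differentiation at or above the plate's own cutoff, the solvent-only control mean plus 3 SD; inconclusive = no clear call, values can overlap the other calls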;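 also: cells exposed to compound for four days before flow analysis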
TNAP activators – human TNAP enzyme activators, primary screen, biochemical, luminescent, no phosphate acceptor, uHTS (AID 1001); activation fold at 20 µM, or EC50 in µM where a hit was titrated; purified TNAP, luminescent activation assay, no phosphate acceptor; higher activation fold means a stronger effect; 0.03% of 200,000 active; Alkaline phosphatase, tissue-nonspecific isozyme (Homo sapiens); in the data active = activation fold from about 3, or a potency from the dose series; inactive = the rest, 99 in 100 with activation fold below about 1.6; also: many of its hits are not listed in these tables
LYP phosphatase – inhibitors of LYP phosphatase, biochemical, fluorescence intensity, uHTS (AID 1779); Tyrosine-protein phosphatase non-receptor type 22 (Homo sapiens); recombinant LYP phosphatase, fluorescence intensity; higher % means a stronger effect; inhibition, % at 11.5 µM, or IC50 in µM where a hit was titrated; 0.054% of 290,000 active;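 also: plate controls were vehicle with enzyme for no effect and no enzyme for full effect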
XIAP displacement – XIAP antagonists, biochemical, IAP family, fluorescence polarization (AID 1018); 0.007% of 200,000 active; XIAP BIR domain, fluorescence polarization peptide displacement; higher % means a stronger effect; displacement, % at 20 µM, or IC50 in µM where a hit was titrated; in the data active = displacement above about 50%; also: a part of the inactive calls stands beside numbers as strong as those of hits
PMI inhibition – human PMI inhibitors, high substrate, primary screen, biochemical, fluorescence intensity, high mannose 6-phosphate (AID 1220) | Mannose-6-phosphate isomerase (Homo sapiens) | recombinant PMI enzyme, coupled fluorescence intensity; higher % means a stronger effect | one-dose inhibition, % at 20 µM; IC50 in µM for titrated hits | 0.66% of 190,000 active
M1AAP inhibition – P. falciparum M1AAP inhibitors, biochemical, fluorogenic H-Leu-NHMec substrate, 1536-well (AID 1445). recombinant M1AAP, H-Leu-NHMec fluorogenic kinetic assay; higher % means a stronger effect. 0.42% of 220,000 active. inhibition, % at 30 µM, or IC50 in µM where a hit was titrated. Aminopeptidase N (Plasmodium falciparum (isolate 3D7));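 active = primary inhibition above the hit cutoff, then over 50% inhibition at one or more dose response concentrations, cut at about 23% in these data, passing the limit was not always enough; inconclusive = conflicting primary data, or primary hits not chosen for dose response; inactive = low primary inhibition, or under 50% at every dose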;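 also: plate controls were DMSO full reaction for no effect and no enzyme background for full effect; strong numbers were not always called active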
CSM14.1 death rescue – rescue of cells from ER stress-induced death, primary screen, 384-well, CSM14.1, thapsigargin, ATP luminescence (AID 1222) | one-dose cellular ATP content (survival), % at 20 µM; EC50 in µM for titrated hits | 190,000 tested, under 10 active | CSM14.1 thapsigargin-induced death rescue, ATP luminescence; higher % means a stronger effect;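 active = EC50 below 50 µM in the dose-response confirmation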;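 also: death triggered by thapsigargin at about 15 µM added after 2 h compound pretreatment; cell ATP read after overnight thapsigargin exposure of roughly 18 to 22 hours; normalized against plate controls of thapsigargin alone and 5% DMSO vehicle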
Myeloid diff 2 GFP+ MAC1+ % – recorded beside Myeloid diff 2, whose call it bears; GFP+ MAC1+ double positive, %; measured here: differentiation confirmed by MAC1 staining
Starred values were filed as active, the others as inactive; i = inactive; ? = inconclusive; . = not tested or not shown; + = active, no number. Rule as the data show it, unless noted: active = inhibition above about 50%; inactive = the rest.

compound	P. falciparum M17LAP	human PMI inhibition	Myeloid diff 2	Myeloid diff 2 GFP+ MAC1+ %	TNAP activators	LYP phosphatase	XIAP displacement	PMI inhibition	M1AAP inhibition	CSM14.1 death rescue
COC(=O)CN(c1ccc(C)cc1)S(=O)(=O)c1ccc(F)cc1	-19.2%	4.7%	i	0.3	1.1	-2.9%	-7.1%	5.8%	-7.2%	2.9%
COc1ccccc1Nc1c([N+](=O)[O-])cc(C)cc1[N+](=O)[O-]	0.8%	1.5%	i	0.7	0.9	-0.7%	-14.8%	3.8%	-1.7%	0.5%
COc1ccc(CCNC(=O)/C(C#N)=C2\N=C(NC(=O)c3cccs3)c3ccccc32)cc1	12.7%	-4.2%	+	0.9*	0.9	-2.8%	-5.1%	-7.1%	6.5%	2.0%
C/C(CC(=O)Nc1cccc(Cl)c1C)=N\NC(=O)Cc1csc(N)n1	1.1%	2.0%	i	0.2	1.2	-9.1%	-7.1%	1.7%	11.4%	0.8%
CCc1ccc(C(=O)COC(=O)c2cccnc2Cl)cc1	9.5%	-17.1%	i	0.1	1.1	-5.4%	25.9%	-9.1%	5.7%	-1.5%
Cc1cc(C(=O)CSc2n[nH]c(N)n2)c(C)n1-c1ccccc1	19.3%	11.7%	i	1.4	1.1	2.4%	6.4%	2.4%	1.3%	-4.7%
O=C(CCNc1n[nH]c(=O)[nH]c1=O)N/N=C/c1ccc(C(F)(F)F)cc1	-4.8%	-7.3%	i	0.0	1.1	-3.8%	-4.6%	-9.8%	1.1%	3.1%
CCOCCCNC(=O)C1CCN(c2cc(C)nc3c(-c4ccc(OC)c(OC)c4)c(C)nn23)CC1	4.4%	-1.1%	i	1.0	1.1	-5.7%	-1.1%	-0.6%	6.2%	-2.0%
Cc1nnsc1C(=O)NNc1ccc(C(C)(C)C)cc1	3.3%	.	i	0.4	.	-3.9%	.	.	0.9%	.
COCc1cc(=O)[nH]c(-c2csc(C)n2)n1	0.9%	.	i	0.4	.	-2.9%	.	.	-7.1%	.
CC(C)n1nc(C(=O)Oc2ccc(Cl)cc2)c2ccccc2c1=O	-6.2%	15.0%	i	0.5	1.1	-8.3%	-10.3%	5.4%	-0.7%	0.8%
O=C(NCc1ccco1)C1CCCN(S(=O)(=O)Cc2ccccc2)C1 (stereo not drawn)	-2.5%	-3.6%	i	7.2	1.1	-7.5%	-1.0%	-3.6%	-9.8%	-3.6%
O=C(Cc1c[nH]c2ccccc12)NC1(C(=O)NC2CCCC2)CCCCC1	38.3%	-12.0%	i	0.5	1.1	-5.5%	-1.9%	-6.8%	8.0%	-0.4%
O=S(=O)(NCc1ccncc1)c1ccccc1	-6.7%	-6.2%	i	0.2	1.2	-14.0%	-6.3%	-9.4%	-0.7%	-0.5%
CCN1C(=O)c2cccc3c(NC(=O)c4ccc5c(c4)OCCO5)ccc1c23	8.2%	14.9%	i	1.2	1	-4.7%	-5.7%	15.3%	3.1%	-2.7%

Further results
compound	P. falciparum M17LAP	human PMI inhibition	Myeloid diff 2	Myeloid diff 2 GFP+ MAC1+ %	TNAP activators	LYP phosphatase	XIAP displacement	PMI inhibition	M1AAP inhibition	CSM14.1 death rescue
COc1cccc(CNCc2cccnc2)c1OCc1ccccc1	.	-9.2%	i	0.4	1.1	-11.3%	-2.2%	-2.0%	.	0.0%
Nc1cccc(Oc2ccc3c(c2)C(=O)N(CC2CCCO2)C3=O)c1 (stereo not drawn)	-2.9%	.	i	1.0	.	-5.2%	.	.	4.1%	.
CCCC(C)NC(=O)COC(=O)c1cccc(NS(C)(=O)=O)c1 (stereo not drawn)	-0.6%	.	i	0.3	.	-4.2%	.	.	-4.0%	.
S=C(N/N=C/c1ccc(Cl)cc1)N1CCOCC1	7.1%	2.7%	i	0.1	1	-0.3%	-6.3%	-7.8%	-2.1%	0.3%
CCOC(=O)CNS(=O)(=O)c1ccc(C(=O)O)cc1	0.7%	7.1%	i	0.7	1.1	-8.0%	-1.8%	6.1%	-1.5%	-0.6%
CNC(=O)CSc1nnc(COc2ccc(Cl)cc2)n1CCOC	11.7%	-3.1%	i	0.8	1.1	-10.8%	-5.7%	-7.6%	10.5%	0.5%
Clc1ncnc2c1oc1ccccc12	-4.5%	4.4%	i	1.1	1	-6.2%	-2.6%	8.3%	0.8%	-1.1%
COc1cc(CCC(=O)Nc2cccc(C(F)(F)F)c2)cc(OC)c1OC	-14.2%	0.5%	i	1.1	1.1	-0.2%	-6.1%	-6.6%	-11.6%	3.3%
O=c1c2c([nH]c3ccc(Br)cc13)CCCC2	.	-15.1%	i	0.7	1	-2.0%	-4.4%	-5.8%	.	-0.5%
CCOc1ccc(S(=O)(=O)/N=C(\N)c2ccccc2)cc1	7.6%	.	i	1.0	.	-5.7%	.	.	1.2%	.
CCc1cc(C(=O)N=Nc2c(O)[nH]c3ccc([N+](=O)[O-])cc23)c2ccccc2n1	6.0%	-1.0%	i	0.1	1.2	-0.3%	-4.0%	0.5%	8.0%	-2.3%
Nc1ccc(N(CCO)CCO)cc1	17.7%	4.7%	i	0.6	1.1	-9.7%	-6.0%	-0.2%	-4.8%	1.2%
COCCCNC(=O)c1ccc(N2CCOCC2)c(NS(=O)(=O)c2ccc(OC)cc2)c1	9.0%	-4.6%	i	0.9	1.1	-5.3%	-16.4%	-1.2%	0.8%	-2.0%
COC(=O)c1ccccc1NC(=O)C1CCC(=O)N1S(=O)(=O)c1ccc(C)cc1 (stereo not drawn)	5.0%	-1.7%	i	3.7	1	6.0%	-4.6%	-0.9%	2.9%	-1.1%
Cc1ccc(OCC(=O)Nc2ccc3c(c2)OC(F)(F)O3)c([N+](=O)[O-])n1	7.6%	9.2%	i	0.5	1	-11.3%	-5.0%	0.7%	0.7%	0.6%

The list goes on.
compound	P. falciparum M17LAP	human PMI inhibition	Myeloid diff 2	Myeloid diff 2 GFP+ MAC1+ %	TNAP activators	LYP phosphatase	XIAP displacement	PMI inhibition	M1AAP inhibition	CSM14.1 death rescue
CCNC(=O)COc1ccc2ccccc2c1	10.2%	-4.3%	i	0.3	1.1	-6.1%	-4.2%	-6.1%	10.4%	-0.5%
OCc1csc(=Nc2ccccc2)n1-c1ccccc1	6.5%	1.2%	i	0.3	1.1	-11.3%	2.4%	4.2%	7.7%	-0.1%
CCOC(=O)c1c(C)n(C)c2ccc(OC)c(NC(=O)CN3CCN(C4CCCCC4)CC3)c12	0.0%	-8.9%	i	0.9	1.1	-11.9%	-4.7%	-6.0%	7.5%	-2.9%
COC(=O)c1c(C)oc(C)c1S(=O)(=O)NCc1ccc(OC)cc1	2.7%	.	i	0.5	.	3.5%	.	.	-1.4%	.
Cc1ccc(C(=O)Oc2cccc(NC(=O)c3ccccc3)c2)cc1C	-1.9%	29.5%	i	0.7	1.2	2.2%	-4.9%	17.6%	5.6%	-1.1%
COc1cc(C(=O)Nc2nccs2)cc(OC)c1OC	-5.2%	4.3%	i	1.6	1.1	2.7%	-4.1%	1.5%	4.6%	-2.7%
Cc1nn(CC(=O)OCC(=O)Nc2c(C(C)C)cccc2C(C)C)c(C)c1[N+](=O)[O-]	5.0%	-5.9%	i	0.9	1	-4.5%	-7.1%	-4.2%	11.8%	-0.3%
CSc1ccc(CN(C)C(C)C(=O)Nc2ccc(F)c(F)c2F)cc1 (stereo not drawn)	5.8%	5.8%	i	0.6	1	-2.2%	-52.6%	5.4%	3.9%	-1.0%
Cn1c(C(=O)NCCN2CCN(Cc3ccccc3)CC2)cc2c(=O)n(C)c3ccccc3c21	5.4%	.	?	.	.	-1.7%	.	.	1.3%	.
CN(C)c1ccc(N=Cc2nc(-c3ccccc3)oc2OC(=O)c2cccc(Br)c2)cc1	-8.0%	20.2%	i	0.3	1	-4.6%	4.4%	4.7%	3.8%	-5.0%
O=C(Nc1ccc(Cl)cc1)N1CCCN(Cc2ccccc2F)C1	-3.3%	16.4%	i	6.8	1.2	-6.2%	-4.9%	13.9%	10.5%	-2.3%
Cn1c(=O)c2c(ncn2CC(=O)Nc2nnc(Cc3ccccc3)s2)n(C)c1=O	24.3%	4.8%	i	1.0	1.1	1.2%	-6.3%	1.4%	-2.7%	-1.5%
CCn1cc(C(=O)OCc2ccc(F)cc2)c(=O)c2ccc(C)nc21	4.4%	18.4%	i	2.0	1.1	3.9%	-7.6%	18.4%	-2.2%	-2.7%
COc1ccc2c(c1)C(=NNC(=O)c1ccccn1)c1cc(OC)ccc1-2	-1.5%	10.7%	i	1.2	1	-2.7%	-9.7%	0.5%	-7.8%	-1.1%
CC(C)(C)Cc1nnc(NS(=O)(=O)c2ccccc2)s1	10.0%	2.6%	i	0.2	1	-2.8%	-3.8%	-1.7%	6.8%	-0.2%

(list continues)
compound	P. falciparum M17LAP	human PMI inhibition	Myeloid diff 2	Myeloid diff 2 GFP+ MAC1+ %	TNAP activators	LYP phosphatase	XIAP displacement	PMI inhibition	M1AAP inhibition	CSM14.1 death rescue
C=CCNC(=O)c1ccccc1NC(=O)c1ccc(Cl)c(S(=O)(=O)Nc2ccccc2)c1	2.8%	18.1%	i	2.4	1.1	-1.7%	-22.7%	18.8%	3.2%	-1.4%
CC(C)(C)c1ccc(-c2noc(-c3ccc4c(c3)CCO4)n2)cc1	-5.5%	.	i	0.9	.	-0.3%	.	.	-8.6%	.
Nc1nnc(SCC(=O)OCC(=O)Nc2ccccc2F)s1	7.6%	-17.2%	i	0.6	1.1	-2.4%	-3.6%	-20.7%	3.8%	-1.2%
CC1CCN(C(=O)CCc2ccc(S(=O)(=O)NC(C)C)cc2)CC1	6.5%	4.8%	i	1.3	1.1	-4.4%	-2.4%	9.9%	4.6%	4.1%
COCCn1c(SCC(=O)N2CCc3ccccc3C2)nc2ccccc2c1=O	-5.7%	6.3%	i	0.3	1.1	-5.9%	-4.6%	6.3%	-6.5%	5.0%
CCn1c(NCc2ccccc2NS(=O)(=O)c2ccc(C)cc2)nc2ccccc21	3.3%	15.0%	i	0.7	1.3	0.3%	-0.8%	11.6%	0.1%	-3.7%
O=C(CSc1nnc(SCc2ccc(Cl)cc2)s1)N/N=C/c1ccc(Cl)cc1Cl	-7.2%	-4.1%	i	0.6	1	3.2%	-15.4%	1.8%	1.1%	3.7%
O=C(CSc1nnc(-c2ccc3c(c2)OCO3)o1)Nc1ncc(Cl)cc1Cl	15.5%	7.8%	i	0.3	1	1.3%	-3.5%	0.2%	2.1%	1.6%
C/C(=C1\SC(N2CCOCC2)=NC1=O)c1ccc(C)cc1	-1.4%	2.0%	i	0.6	1.1	-4.3%	0.8%	-2.3%	14.2%	-1.0%
S=C(NCCC1=CCCCC1)NCc1ccco1	4.2%	0.5%	i	1.4	1.1	-4.6%	-4.8%	-0.9%	6.0%	0.5%
